Screening results (PubChem BioAssay)
TTR transcr act = activators of transthyretin transcription. AID 1117267. SH-SY5Y TTR promoter Gaussia luciferase, luminescence; 100% = recombinant luciferase protein wells. activation, % at 16.7 µM. 92,000 compounds, 1.3% hits;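 active means activation above the mean of all tested compounds plus 3 SD, cut at about 9.5% in these data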;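 further: cells exposed to compounds for one day before reading; 0% = median of all test compound wells on the plate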
* marks the source's active call; other numbers are inactive results. Not all compounds are listed (hit frequency here may not be typical).

SMILES	TTR transcr act
O=C(O)c1ccc(CNC(=O)c2ccc3c(c2)C(=O)N(Cc2cccnc2)C3=O)cc1	1.3
COc1ccc(OCC(=O)NC(=O)c2ccccc2OC)c([N+](=O)[O-])c1	0.3
COc1ccc(-c2nnn(CC(=O)N(CCCO)C(C(=O)NC3CCCC3)c3ccncc3)n2)cc1 (stereo unspecified)	-2.1
CN(Cc1ccccc1)C(=O)OCc1cn(Cc2cccc(F)c2)nn1	-1.7
COc1c(C(=O)Nc2ccc(CN3CCOCC3)cc2)cc2ccccc2c1Br	-0.6
CN(/N=C/Cc1nnnn1-c1ccc(Cl)cc1)c1ccccc1	-0.9
CCCn1nc(C(=O)N2CC(=O)Nc3ccccc32)c2ccccc2c1=O	-1.0
C#CCOc1ccc(Br)cc1/C=N/O	2.9
Cc1ccc(S(=O)(=O)N2CCC[C@H]2C(=O)OC(C)C(=O)Nc2ncc(Cl)cc2Cl)cc1 (stereo partly specified)	0.6
CCC1=Nc2cc(C(=O)NCc3ccco3)ccc2Sc2ccc(C)cc21	-0.9
Cc1cc(N2CCOCC2)nc2ccc(NC(=S)N3CCN(Cc4ccccc4)CC3)cc12	-0.6
CC(C)CCc1c(O)nc(SCC(C)C)[nH]c1=O	2.1
CC(=O)Oc1ccc(N(c2ccccc2)S(=O)(=O)c2ccc(C)cc2)cc1	0.1
O=S(=O)(O)c1cc(O)c(N=Nc2ccc(O)cc2O)c2ccccc12	-1.6
CC(C)CNC(=O)C1(C)CCCN1C(=O)c1cccnc1 (stereo unspecified)	-0.2
COC(=O)Cc1ccc(NC(=S)N2CCN(c3ccc(F)cc3)CC2)cc1	0.1
CC(C#CCN1CCCCC1)OCCOCc1ccccc1 (stereo unspecified)	0.8
Cn1c(=O)c2c(nc(CN3CCOCC3)n2Cc2ccccc2)n(C)c1=O	-0.1
COc1cc(/C=N/NC(=O)c2cc(-c3ccc4c(c3)OCO4)n[nH]2)ccc1O	-2.6
Cc1ccc(Sc2cnn(-c3ccccc3)c(=O)c2Cl)cc1	-3.9
Cc1ccc(CSC2=Nc3ccccc3C3=NC(=O)CN23)cc1	0.5
O=C(NCc1ccccc1Cl)C(=O)NCC1OCCN1S(=O)(=O)c1ccc(F)cc1 (stereo unspecified)	-0.9
O=C(CN1C(=O)NC2(CCCC2)C1=O)Nc1ccc(F)c(F)c1F	0.2
CC(=O)N1c2ccc(C)cc2C(c2ccccc2)CC1C (stereo unspecified)	2.0
Cc1ccc(S(=O)(=O)N(C)C)cc1NC(=O)Nc1ccccc1	0.5
N#CC1(Nc2ccc(-c3ccc(NC4(C#N)CCCC4)cc3)cc2)CCCC1	-0.4
Cc1cc(C)n(/N=C/c2ccco2)c(=O)c1C#N	0.1
CCOC(=O)CSc1nnc(Cn2nnc3ccccc32)n1-c1ccc(F)cc1	-0.8
Cc1cc(OCCCCCNCCO)cc(C)c1Cl	-2.4
Cc1cc(Cl)ccc1NC(=O)c1ccc2c(c1)OCO2	0.8
COc1cc(OC)c(C(=O)COc2ncnc3ccccc23)c(OC)c1	-3.0
CCN(CC)C(=O)CSc1nc(O)cc(=O)n1C	0.2
Cc1ccc(-c2c[n+](CC(=O)Nc3ccccc3C)c3n2CCC3)cc1	0.8
Cc1cccc(CSCCNC(=O)c2ccc(N(C)S(=O)(=O)c3ccccc3)cc2)c1	-0.5
Cc1nc2ccccc2n1S(=O)(=O)c1cc(C(=O)O)ccc1Cl	0.7
CCOc1ccc(NS(=O)(=O)c2cc(C)c(C)cc2C)cc1	2.6
CCN1CCC(O)(C(C(=O)O)c2ccccc2)CC1 (stereo unspecified)	-0.7
O=C1C2C(C(=O)N1/N=C/c1cccc([N+](=O)[O-])c1)C1C=CC2C12CC2 (stereo unspecified)	1.0
CC(C)CNS(=O)(=O)CC1NCCc2ccccc21 (stereo unspecified)	4.4
CC(C)n1c(SCC(=O)N2CCCCC2)nc2c1c(=O)n(C)c(=O)n2C	-0.5
COc1ccc(S(=O)(=O)N2CCOCC2)cc1NC(=O)CN(C)CC(=O)Nc1cccc(F)c1	-0.9
COc1ccc(NC(=O)CNC(=O)Cc2ccccc2)cc1	-1.9
Clc1ccc(-c2nc3ccccn3c2CN2CCCCC2)cc1	0.2
CC(=O)Nc1ccc(NC(=O)[C@@H](NC(=O)N2C[C@H]3C[C@@H](C2)c2cccc(=O)n2C3)C(C)C)cc1	-0.7
CCOc1ccc(C(=O)N/N=C(/C)C2C(=O)c3ccccc3C2=O)cc1	-1.4
CN(C)CCN(C(=O)c1ccc2ccccc2c1)c1nc2c(F)cccc2s1	2.4
Cc1ccccc1-c1cc(C(=O)O)n(CC2CC(c3cccnc3)=NO2)n1 (stereo unspecified)	4.2
O=S1(=O)CC2c3ccccc3CCN2CN1CCc1ccccc1 (stereo unspecified)	-0.9
COC(=O)c1c(NC(=O)c2ccc([N+](=O)[O-])o2)sc2c1CCN(C(C)C)C2	-1.6
COC(=O)CSc1nc2cc(OC)ccc2n1C	1.8
Cc1ccc(-n2nc(C)c3c2OC(N)=C(C#N)C3c2ccccc2F)cc1 (stereo unspecified)	0.8
CCN(CC)S(=O)(=O)c1ccc(C)c(NC(=O)CN(C)C)c1	0.2
CCCCOc1ccc(C2CCC(C(C)=O)C(C)C2)cc1 (stereo unspecified)	-0.7
CCc1cccc(C)c1NC(=S)NCCc1c(C)[nH]c2ccc(C)cc12	-0.1
CC(=O)Nc1ccc2nc3ccccc3nc2c1	-0.3
CCCC1CCC2(CCCN2CCOC(=S)Nc2cccc(Cl)c2)CC1 (stereo unspecified)	5.1
COc1ccccc1-c1ccc(NC2CCCCC2)nn1	3.4
COc1ccc([N+](=O)[O-])cc1N(CC(O)Cn1nnc2ccccc21)S(=O)(=O)c1ccc(C)cc1 (stereo unspecified)	-1.1
Cc1cc(C)n(S(=O)(=O)c2ccc(C(C)(C)C)cc2)n1	-1.4
COc1ccccc1NC(=O)NC1(C)CCS(=O)(=O)C1 (stereo unspecified)	-0.6

Compounds from the list above with a Cl atom:
SMILES	TTR transcr act
CN(/N=C/Cc1nnnn1-c1ccc(Cl)cc1)c1ccccc1	-0.9
Cc1ccc(S(=O)(=O)N2CCC[C@H]2C(=O)OC(C)C(=O)Nc2ncc(Cl)cc2Cl)cc1 (stereo partly specified)	0.6
Cc1ccc(Sc2cnn(-c3ccccc3)c(=O)c2Cl)cc1	-3.9
O=C(NCc1ccccc1Cl)C(=O)NCC1OCCN1S(=O)(=O)c1ccc(F)cc1 (stereo unspecified)	-0.9
Cc1cc(OCCCCCNCCO)cc(C)c1Cl	-2.4
Cc1cc(Cl)ccc1NC(=O)c1ccc2c(c1)OCO2	0.8
Cc1nc2ccccc2n1S(=O)(=O)c1cc(C(=O)O)ccc1Cl	0.7
Clc1ccc(-c2nc3ccccn3c2CN2CCCCC2)cc1	0.2
CCCC1CCC2(CCCN2CCOC(=S)Nc2cccc(Cl)c2)CC1 (stereo unspecified)	5.1

The results go on:
SMILES	TTR transcr act
Cc1cc(C)nc(N2CCC(C(=O)N3CCN(c4cc(Cl)ccc4C)CC3)CC2)n1	-1.7
Cc1cc(C)nc(NS(=O)(=O)c2ccc(NS(=O)(=O)c3ccsc3)cc2)n1	-1.4
Cc1cc(=O)oc2cc(OC(C)C(=O)Nc3nccs3)ccc12 (stereo unspecified)	-1.0
Cc1nn(CC(=O)N2CCc3ccccc3C2)c(C)c1[N+](=O)[O-]	2.9
COc1ccc(C(=O)NNC(=O)c2ccc3ccccc3c2)cc1	-1.5
O=[N+]([O-])c1ccc2nc(-c3ccccc3)[nH]c2c1	-1.8
O=C(CCc1ccccc1)NCc1ccccn1	2.6
Cc1ccc(/C=C2\SC(=S)N(CC(=O)Nc3cccnc3)C2=O)cc1	0.6
O=C1c2ccccc2C(=O)N1CCCP(=O)(O)CCc1ccccc1	-2.4
C[C@@H](NS(=O)(=O)c1ccc(Br)cc1F)[C@@H](O)c1ccccc1	0.8
Cc1ccc(/C=N\NC(=O)CC(=O)NCCc2ccccc2)cc1	0.0
O=C(CSc1nnc(-c2ccc(Cl)cc2)n1-c1ccccc1)N/N=C/c1ccccc1C(=O)O	-2.5
CCc1ccc(C(=O)NNC(=O)CCN2CCN(Cc3ccccc3)CC2)cc1	1.9
O=C(Nc1ccccc1)N1CCC(C(=O)N2CCN(S(=O)(=O)c3cccc(F)c3)CC2)CC1	0.2
C[C@H](CO)N1C[C@H](C)[C@@H](CN(C)S(=O)(=O)c2ccccc2)OCc2cnnn2CCCC1=O	0.2
O=C1CCCC2=C1C(c1ccncc1)Nc1ccccc1N2 (stereo unspecified)	-1.1
Cc1cc(C)n2nc(SCc3nnc(-c4ccccc4Br)o3)nc2n1	1.1
Cc1nc(N2CCN(C)CC2)c2c(C)c(C(=O)Nc3ccc(C)c(F)c3)sc2n1	-0.3
O=C(NCc1ccccc1)Nc1cccn(Cc2ccccc2F)c1=O	-0.3
O=C(Nc1ccc(N2CCOCC2)cc1)c1csc([C@H]2C[C@H](O)[C@@H](CO)O2)n1	0.2

3 entries out of the list, ordered by SMILES length, rising.
SMILES	TTR transcr act
O=C(NCc1ccccc1)Nc1cccn(Cc2ccccc2F)c1=O	-0.3
O=C(NCc1ccccc1Cl)C(=O)NCC1OCCN1S(=O)(=O)c1ccc(F)cc1 (stereo unspecified)	-0.9
CC(=O)Nc1ccc(NC(=O)[C@@H](NC(=O)N2C[C@H]3C[C@@H](C2)c2cccc(=O)n2C3)C(C)C)cc1	-0.7

(more compounds)
SMILES	TTR transcr act
O=S(=O)(CC(CN1CCCCC1)N1CCCCC1)c1ccccc1 (stereo unspecified)	-1.2
COc1cccc(NC(=O)c2ccccc2NC(=O)c2ccncc2)c1	-2.0
CNC[C@H]1OCc2cnnn2CCCC(=O)N([C@@H](C)CO)C[C@@H]1C	0.7
COc1ccc(OC)c2[nH]c(=O)c(CCNC(=O)C(=O)c3c[nH]c4ccccc34)cc12	0.1
O=C(N/N=C/c1sc(=O)n(-c2ccccc2)c1Cl)c1ccncc1	3.6
CCn1nnnc1SCC(=O)Nc1nc2ccccc2s1	-0.9
O=C(O)c1cc(N/N=C/C=C/c2ccccc2[N+](=O)[O-])ccc1Cl	-3.4
COc1ccc(NC(=O)Cn2nnc(C(=O)NCc3cccs3)c2N)c(OC)c1	2.3
CN(c1ccccc1)S(=O)(=O)c1cccc(C(=O)OCC(=O)NCc2ccc3c(c2)OCO3)c1	0.1
Cc1cnn(-c2cc(N/N=C/c3ccc(F)cc3)ncn2)c1	2.1
CCC[C@H]1[C@@H](NCc2cccs2)CC[C@@]23CCCN2C(=O)CCC[C@@H]13	1.9
CSCCC(NC(=O)c1ccccc1Br)C(=O)N1CCC(C)CC1 (stereo unspecified)	-0.4
CC[C@]1(C(=O)OC)[C@H]2C(=O)N(Cc3ccccc3)C(=O)[C@H]2[C@H]2CN=C(SCc3ccc(C)cc3)N21	-1.0
COc1ccc(Oc2c(OC)cc(NCc3ccc(CN)cc3)c3ncccc23)cc1	0.3
CC(=O)c1ccc(S(=O)(=O)N2CCC(NC(=O)c3ccccc3)CC2)cc1	1.1
COc1ccc2nc(SCC(=O)Nc3ccc(S(=O)(=O)N4CCCC4)cc3)c(C#N)cc2c1	-1.0
CCC(C(=O)NCc1ccccc1)n1c(-c2cccs2)nc2ccccc21 (stereo unspecified)	11*
COc1cccc(NC(=O)Nc2cc(C(=O)O)ccc2C)c1	5.8
CCOc1ccccc1Cn1c(=O)oc2ccc(C)cc21	0.9
CCc1nc2ccccc2c(C(=O)OCC(=O)Nc2ccc(S(=O)(=O)N3CCOCC3)cc2)c1C	-5.5
Cc1ccc(NC(=O)CSc2ncc(S(=O)(=O)c3ccccc3)c(=O)[nH]2)cc1C	-1.7
CC(NC(=O)CCCc1ccccc1)c1ccncc1 (stereo unspecified)	2.7
CC1CCC(C(=O)NC(C(=O)N2CCc3ccccc3C2)C(C)C)CC1 (stereo unspecified)	1.1
O=C(CCN1CCN(C/C=C/c2ccccc2)CC1)Nc1ccc(Cl)cc1	3.0
CCOc1ccc(CCNC(=O)COC(=O)c2nc(Cl)ccc2Cl)cc1OCC	-2.4
Cn1c(=O)c2c(ncn2CC(=O)NC[C@H]2O[C@@H](n3cnc4c(N)ncnc43)[C@H](O)[C@@H]2O)n(C)c1=O	-0.5
CC1CN(S(=O)(=O)c2cccs2)CC(C)O1 (stereo unspecified)	-1.4
COc1ccc(NC(=O)Cc2csc(NC(=O)Nc3ccccc3OC)n2)c(OC)c1	-2.5
COc1ccc(NC(C)=O)cc1S(=O)(=O)Nc1ccc(S(=O)(=O)N2CCCCC2)cc1	-0.7
COc1ccc(CC(=O)N2CCN(C(=O)c3ccco3)CC2)cc1	-0.5
O=S1(=O)CC(N2CCC(c3ccccc3)CC2)CN1Cc1ccc(F)cc1 (stereo unspecified)	0.6
Cc1cc(C)n2nc(SCC(=O)N3CCCC3)nc2n1	-1.2
COc1cc(NC(=O)CN2C(=O)NC(c3ccccc3)(c3ccccc3)C2=O)cc(OC)c1	-0.8
CCC(C)N(C(=O)COC(=O)c1ccccc1SCC(=O)N1CCCC1)C1CCS(=O)(=O)C1 (stereo unspecified)	0.3
C=CCc1c(C)nc(-c2ccccc2)nc1Nc1ccccc1O	-1.9
COc1cc(CNCCc2ccccc2F)ccc1OCC(=O)N1CCCCC1	1.9
O=C(COC(=O)c1cnccn1)NCc1ccc2c(c1)OCO2	3.7
O=C(CCCN1C(=O)c2cccc3cccc(c23)C1=O)N1CCN(c2ccc(F)cc2)CC1	-2.4
CCOC(=O)C1CCN(CCCSc2ccc(Cl)cc2)CC1	7.8
CC1CCCN(C(=O)CSc2nnc3n(C4CCCC4)c(=O)c4ccccc4n23)C1 (stereo unspecified)	-1.4
Cc1ccc(OCC(=O)N(C)C2CCCCC2)c([N+](=O)[O-])n1	1.9
COc1ccccc1/C=C1\SC(=O)N(CCC(=O)N(C)C2CCS(=O)(=O)C2)C1=O (stereo unspecified)	0.4
COc1ccccc1C(=O)NCC(=O)N/N=C/c1ccc2c(c1)OCO2	-0.3
O=C(OCC(=O)N1CCCC1)c1ccc(OC(F)(F)F)cc1	1.0
N#CC1=C(C=Nc2ccccc2O)CCC1	1.8
O=C(NC1CCCC1)c1cccc2c1C(=O)c1ccc(Cl)cc1S2(=O)=O	-2.7
